Bioassay records from PubChem.
Cdc42 wt GTP = changes GTP binding to wildtype human Cdc42; P60953; GST-Cdc42 beads, Bodipy-GTP binding, flow cytometry; actives lie on both sides; percent activity (GTP binding), % at 10 µM; hit rate 0.2% among 190,000;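 active means percent activity GTP binding at least 20 points away from the 100% baseline, either down as inhibitor or up as activator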;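 further: median bead fluorescence of bound Bodipy-FL-GTP at 100 nM; 0% = excess unlabeled GTP control and 100% = no compound control; below 100% means less GTP binding so inhibitor and above means activator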
Rac1 act GTP bind = alters GTP binding to activated mutant human Rac1; P63000; GST-Rac1 activated beads, fluorescent GTP binding, flow cytometry; actives lie on both sides; 100% means binding = to untreated wells; percent activity (GTP binding), % at 10 µM; hit rate 0.11% among 190,000; AID 764;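 active means GTP binding at least 20 percentage points away from the 100% baseline, in either direction, so actives lie on both sides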
HRas wt GTP = changes GTP binding to wildtype human HRas. P01112. GST-Ras wt beads, Bodipy-FL-GTP binding, flow cytometry; actives lie on both sides. GTP binding activity, % at 10 µM. hit rate 0.14% among 190,000. AID 759;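 active means GTP binding activity at least 20% away from the 100% baseline, either lowered as inhibitor or raised as activator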;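 further: 0% = unlabeled GTP competition control and 100% = no-compound control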
Rac1 wt modul = human Rac1 wildtype GTP binding, inhibitors and activators; GST-Rac1 beads, fluorescent GTP binding, flow cytometry; actives lie on both sides; 0 = cold GTP competed, 100 = untreated; GTP binding activity (% of control), % at 10 µM; hit rate 0.27% among 190,000; AID 757;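 active means GTP binding activity at least 20 points away from the 100% control level, either lower or higher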
ABCG2 inh = human ABCG2 inhibition, ABCB1 as counter-screen; inhibition, % at 6.6 µM; IgMXP3 cells, JC-1 efflux, flow cytometry; hit rate 0.1% among 190,000; AID 1325;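 active means inhibition above 80%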;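 further: 0% = DMSO and 100% = nicardipine control wells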
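Incubation: cells with compound and JC-1, 10 min at 25 °C, rotating, no wash / Test system: IgMXP3 (ABCG2) plus far-red-tagged CCRF-Adr (ABCB1) cells / Compound dosing: one concentration, 6.6 µM final / Also added: JC-1 fluorescent substrate / Evaluation: efflux inhibition in percent versus controls / Detection: flow cytometry, 530 nm JC-1 signal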
ABCB1 block = human ABCB1 inhibition, ABCG2 as counter-screen. P08183. inhibition, % at 6.6 µM. CCRF-Adr cells, JC-1 efflux, flow cytometry. hit rate 0.067% among 190,000; in the data active means inhibition above about 40%;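 further: 0% = vehicle and 100% = reference inhibitor; higher value means more JC-1 retained so stronger ABCB1 efflux block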
GSH bead fluor = compound fluoresces at 488/530 nm on GSH beads; GSH beads flow cytometry, compound fluorescence 488/530 nm; active compounds read high; fluorescence (KMESF) at 10 µM; hit rate 0.25% among 190,000; AID 1776; in the data active means fluorescence above about 89;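 further: glutathione beads carrying GST-tagged Bcl family fusion proteins plus one bare bead set; values are compound well signal with DMSO vehicle wells as background; inactives centre near 16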
Pf gamet viab = kills late stage P. falciparum gametocytes | P. falciparum stage V gametocytes, ATP luminescence, 24 h | hit rate 0.065% among 150,000 | inhibition, % at 10.9 µM;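 active means inhibition above the mean plus 3 SD of compounds within the control limits, set per campaign, cut at about 38% in these data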;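 further: 0% = DMSO wells and 100% = medium only without gametocytes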
Avidin bead fluor = avidin bead compound fluorescence profile; fluorescence (KMESF) at 10 µM; hit rate 0.38% among 220,000; Avidin beads, compound fluorescence 488/530 nm, flow cytometry; active compounds read high; AID 1775; in the data active means fluorescence above about 47; further: inactives centre near 10
Rab2A wt mod = changes GTP binding to wildtype dog Rab2A, up or down | P61105 | GST-Rab2 wt beads, Bodipy-GTP binding, flow cytometry | GTP binding activity, % at 10 µM | hit rate 0.19% among 190,000 | AID 760;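 active means GTP binding activity at least 20 points away from 100%, either lowered or raised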;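 further: 0% = beads with excess unlabeled GTP and 100% = no-compound control corrected for plate trend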
Rab7 wt GTP bind = modulators of GTP binding to dog Rab7 wildtype GTPase; GST-Rab7 beads, fluorescent GTP binding, flow cytometry; actives lie on both sides; untreated = 100%, excess cold GTP = 0%; GTP binding activity (percent of control), % at 10 µM; hit rate 0.055% among 190,000; AID 758;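 active means fluorescent GTP binding to Rab7 beads changed by at least 20 points from the 100% baseline, either direction, mostly lower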;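 further: median green fluorescence of bound Bodipy-FL-GTP per Rab7 bead population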
* = called active by the depositor.

Screening Cc1ccc(N(C(C)C(=O)Nc2ccc3c(c2)OCO3)S(C)(=O)=O)cc1 (stereo not given) returned Cdc42 wt GTP 100, Rac1 act GTP bind 99, HRas wt GTP 98, Rac1 wt modul 102, ABCG2 inh 29, ABCB1 block 1.4, GSH bead fluor 32, Pf gamet viab -3, Avidin bead fluor 15, Rab2A wt mod 100 and Rab7 wt GTP bind 103.
Screening O=C(NC(=S)NCc1nc2ccccc2[nH]1)c1ccccc1F returned Cdc42 wt GTP 96, Rac1 act GTP bind 99, HRas wt GTP 99, Rac1 wt modul 100, ABCG2 inh 2, ABCB1 block 0.1, GSH bead fluor 17, Pf gamet viab 12, Avidin bead fluor 10, Rab2A wt mod 98 and Rab7 wt GTP bind 99.
`CCN(CC)C(=O)C1CCCN(Cc2nc(-c3cnccn3)no2)C1` (stereo not given) gave Cdc42 wt GTP 99, Rac1 act GTP bind 96, HRas wt GTP 97, Rac1 wt modul 100, ABCG2 inh 2, ABCB1 block 0.6, GSH bead fluor 18, Pf gamet viab 7, Avidin bead fluor 7, Rab2A wt mod 98 and Rab7 wt GTP bind 97.
`Cc1ccc(Nc2nc(N)nc(CN3CCN(Cc4ccc5c(c4)OCO5)CC3)n2)cc1C` gave Cdc42 wt GTP 98, Rac1 act GTP bind 98, HRas wt GTP 100, Rac1 wt modul 101, ABCG2 inh 6, ABCB1 block 0.9, GSH bead fluor 12, Pf gamet viab 3, Avidin bead fluor 11, Rab2A wt mod 101 and Rab7 wt GTP bind 103.
`O=C(Nc1ccccc1N1CCOCC1)c1cccc(NS(=O)(=O)c2ccc(F)c(F)c2)c1` gave Cdc42 wt GTP 93, Rac1 act GTP bind 92, HRas wt GTP 93, Rac1 wt modul 92, ABCG2 inh 12, ABCB1 block 0.8, GSH bead fluor 16, Pf gamet viab 9, Avidin bead fluor 13, Rab2A wt mod 91 and Rab7 wt GTP bind 98.
`CCc1cc2cccc(C)c2nc1SCC(=O)NNC(=O)c1ccco1` gave Cdc42 wt GTP 92, Rac1 act GTP bind 89, HRas wt GTP 95, Rac1 wt modul 84, ABCG2 inh -1, ABCB1 block -3.2, GSH bead fluor 26, Avidin bead fluor 15, Rab2A wt mod 91 and Rab7 wt GTP bind 93.
CCCCNC(=O)C1CCN(Cc2ccccn2)CC1 was read as Cdc42 wt GTP 97, Rac1 act GTP bind 95, HRas wt GTP 101, Rac1 wt modul 97, ABCG2 inh 2, ABCB1 block 0.6, GSH bead fluor 22, Avidin bead fluor 36, Rab2A wt mod 97 and Rab7 wt GTP bind 98.
`CCOC(=O)C1(Nc2nccs2)Sc2ccccc2NC1=O` (stereo not given) gave Cdc42 wt GTP 98, Rac1 act GTP bind 99, HRas wt GTP 98, Rac1 wt modul 101, ABCG2 inh 11, ABCB1 block 0.4, GSH bead fluor 36, Avidin bead fluor 15, Rab2A wt mod 102 and Rab7 wt GTP bind 100.
For Cc1ccc(CC2CC(=O)N(C(Cc3ccccc3)C(=O)O)C2=O)cc1 (stereo not given) the results were Cdc42 wt GTP 96, Rac1 act GTP bind 93, HRas wt GTP 97, Rac1 wt modul 99, ABCG2 inh 0, ABCB1 block 0.2, GSH bead fluor 13, Pf gamet viab -8, Avidin bead fluor 30, Rab2A wt mod 95 and Rab7 wt GTP bind 94.
Screening C/C(=C\C(=O)c1cccnc1)Nc1ccc(O)cc1 returned Cdc42 wt GTP 99, Rac1 act GTP bind 99, HRas wt GTP 97, Rac1 wt modul 100, ABCG2 inh 9, ABCB1 block 0.9, GSH bead fluor 24, Pf gamet viab -7, Avidin bead fluor 33, Rab2A wt mod 97 and Rab7 wt GTP bind 99.
O=C(c1cc2ccccc2c(=O)o1)N1CCCc2ccccc21 was read as Cdc42 wt GTP 106, Rac1 act GTP bind 99, HRas wt GTP 107, Rac1 wt modul 104, ABCG2 inh 1, ABCB1 block 0.4, GSH bead fluor 13, Avidin bead fluor 14, Rab2A wt mod 106 and Rab7 wt GTP bind 106.
`O=[N+]([O-])c1ccccc1S(=O)(=O)N1CCN(Cc2ccsc2)CC1` gave Cdc42 wt GTP 101, Rac1 act GTP bind 93, HRas wt GTP 96, Rac1 wt modul 97, ABCG2 inh 1, ABCB1 block -0.1, GSH bead fluor 14, Pf gamet viab -18, Avidin bead fluor 10, Rab2A wt mod 97 and Rab7 wt GTP bind 96.
For Cc1ccc(-c2nnc3ccc(SC(C)C(=O)O)nn23)cc1 (stereo not given) the results were Cdc42 wt GTP 102, Rac1 act GTP bind 101, HRas wt GTP 101, Rac1 wt modul 106, ABCG2 inh 2, ABCB1 block 0.2, GSH bead fluor 21, Avidin bead fluor 4, Rab2A wt mod 102 and Rab7 wt GTP bind 100.
`COc1cccc(NC(=O)NCCc2ccc(Cl)cc2)c1` gave Cdc42 wt GTP 102, Rac1 act GTP bind 98, HRas wt GTP 100, Rac1 wt modul 101, ABCG2 inh 17, ABCB1 block -0.3, GSH bead fluor 19, Pf gamet viab -4, Avidin bead fluor 10, Rab2A wt mod 100 and Rab7 wt GTP bind 99.
Screening Cc1cc(C)n(-c2nc(NCCO)c3c4c(sc3n2)CCCC4)n1 returned Cdc42 wt GTP 95, Rac1 act GTP bind 92, HRas wt GTP 93, Rac1 wt modul 92, ABCG2 inh 4, ABCB1 block 0.8, GSH bead fluor 14, Pf gamet viab -35, Avidin bead fluor 16, Rab2A wt mod 92 and Rab7 wt GTP bind 96.
`COc1cc(/C=N/n2nnnc2N)ccc1O` gave Cdc42 wt GTP 97, Rac1 act GTP bind 99, HRas wt GTP 97, Rac1 wt modul 99, ABCG2 inh 0, ABCB1 block -0.3, GSH bead fluor 18, Pf gamet viab -11, Avidin bead fluor 2, Rab2A wt mod 99 and Rab7 wt GTP bind 95.
`CC(=O)N1CCN(CC(=O)c2ccc(Br)cc2)CC1` gave Cdc42 wt GTP 97, Rac1 act GTP bind 103, HRas wt GTP 103, Rac1 wt modul 108, ABCG2 inh 1, ABCB1 block 0.0, GSH bead fluor 5, Pf gamet viab 9, Avidin bead fluor 1, Rab2A wt mod 99 and Rab7 wt GTP bind 102.
Screening CC(=O)Nc1ccc(N(C)S(C)(=O)=O)cc1 returned Cdc42 wt GTP 105, Rac1 act GTP bind 102, HRas wt GTP 104, Rac1 wt modul 107, ABCG2 inh -5, ABCB1 block -0.4, GSH bead fluor 34, Pf gamet viab 17, Avidin bead fluor 14, Rab2A wt mod 103 and Rab7 wt GTP bind 103.
CCCC(=O)C1=C(N(C)c2ccccc2)CC(C)(C)C(C(=O)OC)C1=O (stereo not given) was read as Cdc42 wt GTP 102, Rac1 act GTP bind 98, HRas wt GTP 101, Rac1 wt modul 103, ABCG2 inh 1, ABCB1 block 0.3, GSH bead fluor 25, Pf gamet viab -6, Avidin bead fluor 35, Rab2A wt mod 101 and Rab7 wt GTP bind 103.
CC(C)Cc1nnc(NC(=O)CSc2ncn[nH]2)s1 was read as Cdc42 wt GTP 102, Rac1 act GTP bind 100, HRas wt GTP 102, Rac1 wt modul 107, ABCG2 inh 2, ABCB1 block 1.6, GSH bead fluor 23, Pf gamet viab 12, Avidin bead fluor 14, Rab2A wt mod 100 and Rab7 wt GTP bind 99.
For CC(=O)N1CCc2cc(S(=O)(=O)NC(CC(C)C)C(=O)Nc3cc(C)ccn3)ccc21 (stereo not given) the results were Cdc42 wt GTP 106, Rac1 act GTP bind 103, HRas wt GTP 104, Rac1 wt modul 109, ABCG2 inh 15, ABCB1 block 1.0, GSH bead fluor 23, Pf gamet viab -15, Avidin bead fluor 26, Rab2A wt mod 104 and Rab7 wt GTP bind 101.
For N/C(=N\OC(=O)COc1ccc2ccccc2c1)c1ccccn1 the results were Cdc42 wt GTP 97, Rac1 act GTP bind 98, HRas wt GTP 98, Rac1 wt modul 101, ABCG2 inh 29, ABCB1 block 0.1, GSH bead fluor 11, Avidin bead fluor 5, Rab2A wt mod 99 and Rab7 wt GTP bind 100.
Screening CCn1c(COc2ccc(=O)n(-c3ccccc3)n2)nnc1SCc1cccc(OC)c1 returned Cdc42 wt GTP 104, Rac1 act GTP bind 96, HRas wt GTP 105, Rac1 wt modul 105, ABCG2 inh 5, ABCB1 block 1.2, GSH bead fluor 12, Pf gamet viab 5, Avidin bead fluor -1, Rab2A wt mod 99 and Rab7 wt GTP bind 103.
For CCn1c(SCC(=O)N/N=C/c2ccccc2OCC(=O)O)nnc1-c1ccc(OC)cc1 the results were Cdc42 wt GTP 94, Rac1 act GTP bind 95, HRas wt GTP 99, Rac1 wt modul 101, ABCG2 inh 0, ABCB1 block -0.1, GSH bead fluor 11, Pf gamet viab -11, Avidin bead fluor 12, Rab2A wt mod 95 and Rab7 wt GTP bind 100.
COCCn1c(SCC(=O)N2CC(=O)Nc3ccccc32)nnc1-c1ccoc1C was read as Cdc42 wt GTP 100, Rac1 act GTP bind 98, HRas wt GTP 99, Rac1 wt modul 103, ABCG2 inh 3, ABCB1 block 0.8, GSH bead fluor 23, Avidin bead fluor 4, Rab2A wt mod 100 and Rab7 wt GTP bind 102.
O=C1Nc2cc(Cl)c(Cl)cc2N(O)N1c1ccc(Cl)c(Cl)c1 was read as Cdc42 wt GTP 89, Rac1 act GTP bind 88, HRas wt GTP 93, Rac1 wt modul 87, ABCG2 inh 2, ABCB1 block 0.3, GSH bead fluor 12, Avidin bead fluor 15, Rab2A wt mod 92 and Rab7 wt GTP bind 93.
Screening CCOc1cc(NS(=O)(=O)c2ccccc2)c(OCC)cc1NC(=O)c1ccco1 returned Cdc42 wt GTP 103, Rac1 act GTP bind 100, HRas wt GTP 102, Rac1 wt modul 109, ABCG2 inh 0, ABCB1 block 0.3, GSH bead fluor 24, Pf gamet viab 29, Avidin bead fluor 33, Rab2A wt mod 100 and Rab7 wt GTP bind 100.
`COC(=O)C(C)Sc1ncnc2c1c(-c1ccccc1)cn2-c1ccc(OC)cc1` (stereo not given) gave Cdc42 wt GTP 100, Rac1 act GTP bind 96, HRas wt GTP 98, Rac1 wt modul 103, ABCG2 inh 30, ABCB1 block 2.3, GSH bead fluor 12, Avidin bead fluor 10, Rab2A wt mod 96 and Rab7 wt GTP bind 98.
Fc1ccc(NC(=S)NC2CCN(Cc3ccccc3)CC2)cc1 was read as Cdc42 wt GTP 97, Rac1 act GTP bind 96, HRas wt GTP 100, Rac1 wt modul 102, ABCG2 inh 5, ABCB1 block 0.9, GSH bead fluor 14, Pf gamet viab -9, Avidin bead fluor 10, Rab2A wt mod 103 and Rab7 wt GTP bind 112.
Screening CCOC(=O)c1cc(NC(=O)c2cccnc2)ccc1N1CCOCC1 returned Cdc42 wt GTP 94, Rac1 act GTP bind 98, HRas wt GTP 99, Rac1 wt modul 101, ABCG2 inh 7, ABCB1 block 1.0, GSH bead fluor 12, Pf gamet viab -11, Avidin bead fluor 12, Rab2A wt mod 99 and Rab7 wt GTP bind 102.
